GAA glycogen = GAA glycogen-cleavage inhibition or activation; Potency, µM (titrated, usually from 76.4 µM), inactives show at the top dose activity change, negative = inhibition, most hits filed as inhibitors; 300,000 tested, 0.38% active; recombinant GAA, glycogen substrate, Amplex Red glucose oxidase fluorescence; P10253; AID 2100;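 note: 0% = full enzyme reaction and -100% = no-enzyme basal signal; the screen sought inhibitors and activators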
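Natural-substrate format: glycogen cleavage by 4 nM human enzyme, glucose read by Amplex Red coupling (Ex 573, Em 610 nm). Normalized to enzyme and no-enzyme controls.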
RECQ1 helicase = blocks DNA unwinding by human RECQ1 | Potency, µM (doses to about 57.3 µM), for inactives: at the top dose activity, negative = inhibition, most hits filed as inhibitors | 240,000 tested, 0.54% active | RECQ1 DNA unwinding, red fluorescence kinetic read | P46063;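 note: plate controls were vehicle for no effect and no enzyme for full effect; nearly all actives have a fitted effect of over 30% in size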
Target sequence (P46063 whole entry, looked up): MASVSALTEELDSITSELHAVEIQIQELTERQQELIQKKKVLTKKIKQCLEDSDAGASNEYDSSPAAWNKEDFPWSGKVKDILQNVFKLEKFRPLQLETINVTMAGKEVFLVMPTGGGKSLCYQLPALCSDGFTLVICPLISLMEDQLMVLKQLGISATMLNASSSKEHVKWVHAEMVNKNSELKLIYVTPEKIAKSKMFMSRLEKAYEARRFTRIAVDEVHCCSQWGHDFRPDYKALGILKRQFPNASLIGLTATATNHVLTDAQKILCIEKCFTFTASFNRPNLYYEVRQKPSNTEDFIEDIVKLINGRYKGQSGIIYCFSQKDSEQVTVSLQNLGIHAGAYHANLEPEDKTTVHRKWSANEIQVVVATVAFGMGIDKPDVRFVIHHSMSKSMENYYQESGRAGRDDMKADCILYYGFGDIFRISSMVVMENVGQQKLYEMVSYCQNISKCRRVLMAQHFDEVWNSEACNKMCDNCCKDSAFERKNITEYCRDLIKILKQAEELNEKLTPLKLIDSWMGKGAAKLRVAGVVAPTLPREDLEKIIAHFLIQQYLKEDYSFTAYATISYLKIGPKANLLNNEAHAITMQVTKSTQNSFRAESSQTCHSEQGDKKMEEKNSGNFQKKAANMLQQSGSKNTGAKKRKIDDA
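50 nM RECQ1T1 preincubated 15 min with compound in Tris pH 8.0 buffer with MgCl2, DTT, Tween-20 and 2.5 ug/ml poly(dI-dC); started with 200 nM TAMRA/BHQ-2 forked duplex and 2 mM ATP. Unwinding read as fluorescence (525/598 nm), two reads 2 h apart.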
GAA inh = alpha-glucosidase (human) inhibition | P10253 | purified human GAA, 4-MU-alpha-glucoside fluorescence | Potency, µM (doses to about 76.9 µM), for the others: top-dose activity change, negative = inhibition, most hits filed as inhibitors | 200,000 tested, 0.005% active | AID 1466;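 note: plate controls were uninhibited enzyme wells for no effect and no-enzyme background for full effect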
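Enzyme (4 nM final) mixed with compound (up to 77 uM), then 4-MU-alpha-D-pyranoside (400 uM final) added; 20 min at room temperature, pH 5.0. Reaction stopped at pH 10, fluorescence read, AC50 derived by Hill fit.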
GoLoco inh red = RGS12 GoLoco-Gai1 interaction inhibition | Gai1:RGS12 GoLoco peptide FP, rhodamine, 10 min | Potency, µM (series often up to 61.6 µM), without a hit: at the top dose activity, negative = inhibition, most hits filed as inhibitors | 230,000 tested, 0.44% active; active = well fitted inhibition curve with a large enough effect, not every such curve was filed as active; inactive = no such curve, though single readings can be large or run the other way; note: nearly all actives have a fitted effect of over 30% in size; many of its hits are not listed in these tables
Target sequence (P63096 whole entry, looked up): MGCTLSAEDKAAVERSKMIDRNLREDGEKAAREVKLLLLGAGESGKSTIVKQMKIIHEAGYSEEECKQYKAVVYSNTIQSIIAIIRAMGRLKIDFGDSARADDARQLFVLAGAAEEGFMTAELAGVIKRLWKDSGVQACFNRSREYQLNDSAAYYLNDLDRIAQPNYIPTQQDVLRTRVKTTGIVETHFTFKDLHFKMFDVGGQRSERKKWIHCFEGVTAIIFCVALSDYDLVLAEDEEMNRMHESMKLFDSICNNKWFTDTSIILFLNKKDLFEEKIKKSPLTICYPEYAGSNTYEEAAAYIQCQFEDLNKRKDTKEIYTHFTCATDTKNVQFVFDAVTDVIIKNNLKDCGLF
L3MBTL1 block = inhibitors of human L3MBTL1; Q9Y468; 230,000 tested, 0.66% active; AID 485360; Potency, µM (doses to about 57.1 µM), without a hit: at the top dose activity, negative = inhibition, usual class: inhibitors; AlphaScreen L3MBTL1–H3K9me1 peptide binding; note: nearly all actives have a fitted effect of over 60% in size
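Read-out is AlphaScreen signal from streptavidin donor and nickel chelate acceptor beads (10 ug/mL final each) bridging L3MBTL1 (50 nM) and biotinylated K9-monomethylated H3(1-15) peptide (75 nM), after 30 min compound exposure at room temperature.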
TRb-SRC2 inh = inhibitors of human thyroid hormone receptor beta-SRC2 interaction; P10828; Potency, µM (series often up to 106 µM), without a hit: top-dose activity change, negative = inhibition, usual class: inhibitors; 280,000 tested, 0.065% active; AID 1469; TRbeta-SRC2 peptide binding, fluorescence polarization; receptor liganded with 1 µM T3;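 note: plate controls were bound peptide for no effect and peptide without receptor for full effect; nearly all actives have a fitted effect of over 50% in size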
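Fluorescence polarization of 20 nM Texas Red SRC2 peptide with 0.6 uM human TRb ligand-binding domain, in Tris buffer with 1uM T3 and 5% DMSO. Incubated 5 hr ambient; normalized to unbound and bound controls.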
aGlu spleen mod = inhibits or activates alpha-glucosidase in human spleen homogenate; 240,000 tested, 0.006% active; Potency, µM (highest dose often 79.9 µM), for inactives: top-dose activity change, negative = inhibition, most hits filed as inhibitors; human spleen homogenate, 4-MU-alpha-glucoside fluorescence; P10253; AID 2112;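 note: 0% = enzyme with vehicle and -100% = no enzyme basal signal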
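Compounds were titrated against alpha-glucosidase in spleen homogenate at pH 5.0, with 1 mM 4-methylumbelliferyl substrate for 40 min at 37 C. Reactions were quenched with pH 10 NaOH/glycine and fluorescence measured.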
TexasRed fluor = Texas Red fluorescence interference in TRb-SRC2 counter-screen. TRb/SRC2 Texas Red total fluorescence interference. Potency, µM (highest dose often 106 µM), inactives show top-dose fluorescence change, negative = quenching. 280,000 tested, 0.29% active. AID 1479; active = well fitted curve in either direction with a large enough effect; inconclusive = small, poorly fitted or top-dose-only effect
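Flags fluorescent or light-absorbing compounds by total fluorescence, S + 2P, at 555 nm excitation and 632 nm emission. Mixture: 20 nM Texas Red SRC2 peptide, 0.6 uM human TRb LBD, 1 uM T3, 5% DMSO; compound exposure 5 h at ambient temperature.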
Active calls of the source: *; i = inactive; ? = inconclusive; / = not tested or not shown; & = joins results of further samples; [ ] = dose if it differs, or a comment. Unless noted, calls come from the whole dose curve; as a rule, active = well fitted curve in the direction sought with a large enough effect; inconclusive = small, poorly fitted or top-dose-only effect, or another doubt; inactive = no such curve, though single readings can be large; an effect the other way counts as inactive or inconclusive. Unless noted, % is set by controls: 0 for no effect and ±100 for the full control effect; potency is the fitted concentration of half-maximal effect.

Structure	GAA glycogen	RECQ1 helicase	GAA inh	GoLoco inh red	L3MBTL1 block	TRb-SRC2 inh	aGlu spleen mod	TexasRed fluor
CCC(C)(C)n1nnnc1C(c1cc2cc3c(cc2[nH]c1=O)OCO3)N1CCN(C)CC1 (centres undefined)	-4.9%	i	?	-2.5%	-3.4%	-5.2%	14.3%	1.2%
O=C(/C=C/c1cccc2ccccc12)N1CCOCC1	2.5%	-0.7%	/	8.0%	-3.2%	-2.9%	-0.6%	-0.5%
O=c1ncccn1[C@@H]1O[C@H](CO)C(O)[C@@H]1O (some centres undefined)	/	i	/	8.0%	/	-3.8%	4.7%	-0.6%
CCCCNC(=O)Cc1c(OC)ccc2cc(Br)ccc12	6.5%	-2.5%	0.4%	4.3%	9.9%	2.7%	-2.3%	-1.9%
CCN1CCCC1CNC(=O)C(=O)Nc1ccccc1 (centres undefined)	0.1%	0.0%	6.3%	4.5%	/	4.7%	-11.6%	-1.8%
O=S(=O)(c1ccc2nc(COc3ccccc3)[nH]c2c1)N1CCOCC1	-4.7%	-9.3%	-4.0%	0.8%	0.6%	1.7%	-18.3%	-1.1%
COc1cccc(-c2nnc(-c3ccc(C(F)(F)F)cc3)o2)c1OC	2.4%	-2.1%	-1.8%	4.8%	20.3%	0.6%	-12.1%	-2.1%
Cc1ccccc1CN1CCN(CC(=O)NCc2ccc3c(c2)OCO3)C1=O	-23.7%	20.2%	5.0%	-0.1%	-4.8%	-18.9%	11.3%	1.7%
CCc1nnc(NC(=O)CSc2nc3ccccc3o2)s1	1.5%	-6.5%	-7.4%	-12.7%	/	7.3%	2.0%	0.0%
CCC(=O)N=c1sc2ccccc2n1-c1ccccc1	2.7%	i	6.5%	4.2%	11.4%	1.0%	-0.2%	-2.1%
Cc1cccc(C)c1OCC(O)CN1CCCCC1 (centres undefined)	8.1%	i	-5.7%	4.6%	/	-3.7%	-0.1%	-7.3%
O=C1/C(=C/c2ccsc2)N2CCC1CC2	9.7%	-0.1%	/	8.4%	-13.2%	1.7%	7.7%	2.5%
O=C(CCC1CC(=O)Nc2ccccc21)NCc1ccc(F)cc1 (centres undefined)	-13.2%	-4.3%	-13.7%	1.6%	2.5%	4.0%	-0.5%	-0.7%
O=C(NCc1ccco1)C12CC3CC(C1)CC(C(=O)NCc1ccco1)(C3)C2	-1.2%	i	-2.4%	-2.3%	1.8%	-1.5%	3.0%	-2.0%
CCOC(=O)CNC(=O)CN1CCCN(S(=O)(=O)c2ccc(Br)s2)CC1	2.6%	8.9%	3.0%	-3.3%	-10.7%	-7.9%	2.4%	-1.2%
COc1cccc(-c2cc(C(=O)Nc3c(C)nn(Cc4ccccc4)c3C)no2)c1	-0.9%	-1.2%	?	5.7%	-1.1%	0.1%	-11.4%	-0.6%
CC(C)C1NC(=S)N(Cc2ccccc2)C1=O (centres undefined)	-3.8%	-4.3%	-4.1%	1.1%	-4.2%	-9.6%	-1.2%	-6.7%
O=C(Nc1nnc(SCc2ccc(F)cc2)s1)C1Cc2ccccc2CN1C(=O)c1ccco1 (centres undefined)	4.5%	-10.1%	-3.0%	-3.0%	-16.9%	3.2%	-5.5%	0.0%
CCN(CC)S(=O)(=O)c1ccc2oc(C(=O)N3CCc4ccccc4C3)c(C)c2c1	4.0%	-5.3%	-2.8%	6.5%	0.5%	-8.7%	7.0%	-0.5%
O=[N+]([O-])c1cc(-c2nnc(N3CCOCC3)c3ccccc23)ccc1N1CCOCC1	-5.3%	-1.5%	-3.1%	1.3%	-9.0%	2.1%	-16.3%	-7.0%
O=C(CN(C(=O)c1ccccc1Cl)C1CCCCC1)Nc1ccc(Cl)c([N+](=O)[O-])c1	-10.7%	0.4%	-5.3%	4.4%	-1.2%	-6.8%	-7.3%	0.9%
COc1cc(C)c(Br)cc1S(=O)(=O)NCc1ccccc1	-0.9%	i	-6.1%	-1.2%	-0.9%	-3.8%	-3.4%	-2.6%
CCCCCn1c(SCCOCC)nc2c1c(=O)[nH]c(=O)n2C	7.5%	-8.6%	2.2%	-2.3%	/	5.1%	0.3%	2.3%
CS(=O)(=O)N1CC2CCCN2c2cc(C(F)(F)F)ccc21 (centres undefined)	-17.4%	4.7%	-2.0%	8.0%	-13.5%	0.5%	5.4%	-1.0%
COC(=O)[C@@H]1C[C@H]1[C@@H](NS(=O)(=O)c1ccccc1)c1ccccc1	10.0%	-4.6%&-10.7%	?	-2.2%&5.3%	3.4%	-4.2%&-0.3%	4.4%&3.3%	-0.5%&0.5%
COc1ccc(/C(C#N)=C/c2ccccn2)cc1	-5.3%	-0.6%	/	-16.0%	43.6%[activator]	6.4%	1.8%	-2.6%
CCn1c(=O)c(=O)[nH]c2cc(C(=O)Nc3ccc(S(=O)(=O)N4CCCC4)cc3)ccc21	-2.9%	-3.9%	-3.4%	164.1%[activator]	-4.5%	6.3%	-4.5%	26.6%
c1cncc(C2Nc3ccccc3-c3nc4ccccc4n32)c1 (centres undefined)	-8.5%	-10.3%	14.6%	4.2%	/	1.3%	20.6%	-6.0%
CCCC(=O)Nc1nc2c(ncn2[C@@H]2O[C@H]3COP(=O)(O)O[C@@H]3[C@@H]2OC(=O)CCC)c(=O)[nH]1	/	4.7%	/	7.7%	/	2.3%&-2.0%	2.1%&-2.6%	-9.6%&0.2%
CCOC(=O)c1cc(-c2ccc(C)cc2)n(CC(=O)NCc2ccco2)c1C	-16.0%	-3.1%	-5.0%	4.2%	/	-4.7%	4.2%	-4.6%

Continued.
SMILES	GAA glycogen	RECQ1 helicase	GAA inh	GoLoco inh red	L3MBTL1 block	TRb-SRC2 inh	aGlu spleen mod	TexasRed fluor
Cc1cn(C2CC3OCC(NC(=O)C(Cc4ccccc4)NC(=O)OC(C)(C)C)C3O2)c(=O)[nH]c1=O (centres undefined)	/	-9.7%	/	/	/	1.2%	-6.2%	-2.7%
Cc1noc(C)c1COc1ccc(C(=O)O)cc1	-2.2%	i	?	-3.5%	2.9%	-0.8%	1.4%	5.0%
Cc1ccc2nc(NCC(=O)O)nc(-c3ccccc3)c2c1	-0.8%	i	8.9%	1.2%	4.6%	-2.6%	0.4%	-1.3%
CCn1c(SCC(=O)c2ccccc2)nnc1-c1cnccn1	3.8%	-0.2%	?	-0.6%	0.1%[11.4 µM]	3.9%	5.0%	-2.7%
CCOC(=O)N/N=C1/C[C@@H](O)[C@@H](O)[C@@H]2[C@@H]3C(=O)N(C(C)(C)C)C(=O)[C@H]3CC[C@H]12	/	-4.8%[11.5 µM]	/	/	/	5.8%[11.2 µM]	0.8%[17.4 µM]	-0.7%[11.2 µM]
Cc1c(CCOC(=O)C23CC4CC(CC(C4)C2)C3)sc[n+]1Cc1ccccc1	16.3%	-4.2%	-7.7%	-6.6%	7.8%	3.1%	-3.5%	-0.8%
COC(C[C@H](O)C[C@@H](O)[C@@H](C)OCc1ccccc1)OC	6.0%	i	/	-1.8%	/	-3.6%	1.2%	-1.9%
Cc1nnc(NC(=O)CN2C(=O)c3ccccc3S2(=O)=O)s1	6.3%	-2.9%	-0.1%	3.2%	/	3.2%	-4.1%	-3.2%
COc1ccc(CNC(=O)C2CCCN2CCc2ccccc2)cc1OC (centres undefined)	4.4%	i	-1.7%	0.2%	/	8.6%	-2.0%	-0.6%
CC[C@@H](c1ccccc1)n1c(=O)n2n(c1=O)[C@H]1[C@H](O)[C@H]3O[C@@H]3/C(=N/OCc3ccccc3)[C@@H]1CC2	/	-0.1%[11.5 µM]	/	/	/	3.6%[11.2 µM]	-1.6%[17.4 µM]	-2.7%[11.2 µM]

Structures shown so far with bromine, in the order listed:
SMILES	GAA glycogen	RECQ1 helicase	GAA inh	GoLoco inh red	L3MBTL1 block	TRb-SRC2 inh	aGlu spleen mod	TexasRed fluor
CCCCNC(=O)Cc1c(OC)ccc2cc(Br)ccc12	6.5%	-2.5%	0.4%	4.3%	9.9%	2.7%	-2.3%	-1.9%
CCOC(=O)CNC(=O)CN1CCCN(S(=O)(=O)c2ccc(Br)s2)CC1	2.6%	8.9%	3.0%	-3.3%	-10.7%	-7.9%	2.4%	-1.2%
COc1cc(C)c(Br)cc1S(=O)(=O)NCc1ccccc1	-0.9%	i	-6.1%	-1.2%	-0.9%	-3.8%	-3.4%	-2.6%

(continued)
SMILES	GAA glycogen	RECQ1 helicase	GAA inh	GoLoco inh red	L3MBTL1 block	TRb-SRC2 inh	aGlu spleen mod	TexasRed fluor
COc1cc(Cl)c(C)cc1NC(=O)CSc1ccc(NC(C)=O)cc1	5.0%	-7.4%	-3.9%	-4.5%	0.6%	2.3%	-2.7%	-0.4%
COCCCNC(=O)CN(c1cccc(Cl)c1C)S(C)(=O)=O	5.9%	4.5%	5.3%	4.4%	-0.9%	-5.2%	3.9%	-6.0%
C[C@H]1[C@H](C)CC[C@]2(C(=O)O)CC[C@]3(C)C(=CC[C@@H]4[C@@]5(C)CC[C@H](O)C(C)(C)[C@@H]5CC[C@]43C)[C@H]12	8.0%	?	/	6.9%	/	1.9%	0.1%	-3.5%
Cc1ccc(NC(=O)NC(=S)NC(=O)c2ccccc2)cc1	-4.7%	-11.9%	-1.4%	15.8%	11.9%	-3.8%	-2.2%	-5.2%
Cc1ccc(SCC(=O)NC(=O)Nc2ccc3c(c2)OCCO3)cc1C	-1.5%	-1.1%	8.5%	-1.3%	-6.2%	-3.2%	-4.4%	0.7%
CCOC(=O)Cn1c(=NC(=O)c2ccc([N+](=O)[O-])s2)sc2ccccc21	13.1%	-18.2%	-3.5%	15.5%	2.8%	0.7%	-2.8%	1.3%

An excerpt; the hit share may differ from the screen's.
